High-throughput results from PubChem BioAssay.
H9c2 TAG inh – inhibitors of triacylglycerol accumulation, primary screen, cell-based, uHTS, fluorescence, H9c2. H9c2 cells, Nile Red lipid (TAG) fluorescence; cells loaded with 200 µM oleic acid. AID 651582, 2012. inhibition, % at 12.5 µM. 230,000 tested, 0.66% active;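 active = pattern-corrected inhibition of lipid staining of at least 50% with the nuclear-stain viability signal not falling by more than 50%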;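 also: 0% = DMSO wells and 100% = triacsin C control wells; some results filed as inactive read as strong as hits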
H9c2 TAG inh DAPI viability – also measured in H9c2 TAG inh; calls as there; DAPI nuclei signal change (viability), lower = more cytotoxic, %;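 whole-well DAPI fluorescence read on a plate reader as a viability signal; minus 50 percent equals half of cells still viable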
* = called active by the depositor. The list is partial; the hit share may differ from the screen's.

Order of values – H9c2 TAG inh, H9c2 TAG inh DAPI viability
CCOC(=O)C1=C(COC(=O)[C@H](C)NS(=O)(=O)c2ccc(NC(C)=O)cc2)NC(=O)NC1C (some centres not stated)
 : -12, -1
COc1ccc(C(=O)NNS(=O)(=O)c2ccc(OC)cc2)cc1
 : 8, 0
COc1ccccc1C(=O)NCCC(=O)N1CCN(S(=O)(=O)c2ccc(Cl)cc2)CC1
 : 12, 0
COc1cc(CC(=O)Nc2ccc(S(=O)(=O)Nc3ncccn3)cc2)cc(OC)c1OC
 : 5, -5
CCOC(=O)C1CCCN(C(=O)c2cc(F)cc(F)c2)CC1 (configuration not stated)
 : -22, 5
COc1cc(C(C)=O)ccc1OCC(=O)OCC(=O)c1cc(C)n(CC2CCCO2)c1C (configuration not stated)
 : 2, -8
O=C1Nc2ccccc2N=C(c2ccccc2)C1Br (configuration not stated)
 : -14, -1
C=C1C(=O)O[C@@H]2[C@H]1[C@@H](OC(=O)/C(C)=C/C)C/C(C)=C\C(=O)/C=C(\C)[C@@H]2O
 : 47, -51
CCOC(=O)c1csc(-n2nc(C)cc2C(F)(F)F)n1
 : -6, 6
O=C(CCl)N1CCN(S(=O)(=O)c2ccc3c(c2)OCCCO3)CC1
 : 2, -6
COC(=O)c1ccsc1NC(=O)C1=COCCO1
 : -25, 19
O=C(NC1CCCCCC1)C1CCC(=O)N(Cc2ccccc2F)C1 (configuration not stated)
 : -3, -9
COc1ccc(-c2csc(C(NC(C)=O)c3ccccc3)n2)cn1 (configuration not stated)
 : -8, 1
CC(CNc1ccc(Cl)cc1)(CNc1ccc(Cl)cc1)[N+](=O)[O-]
 : 2, -16
Cc1ccc(/C=C/C(=O)N2CCN(S(=O)(=O)c3cccs3)CC2)o1
 : -3, -3
CCSC(=O)N(CC)CC(=O)Nc1c(CC)cccc1CC
 : 38, -7
CCN(C(=O)COc1ccc(C(C)=O)cc1)c1cccc2ccccc12
 : 6, -2
COc1cccc(C(=O)OCC(=O)N2CCc3ccccc32)c1OC
 : 17, -5
CN(CC(=O)Nc1ccc(F)c(F)c1F)C(=O)c1ccc2c(c1)NC(=O)CS2
 : 8, 6
CCC(C(=O)O/N=C(\N)c1ccc(C)cc1)c1ccccc1 (configuration not stated)
 : -17, 8

7 structures out of the list, arranged by molecular weight, lowest first:
Order of values – H9c2 TAG inh, H9c2 TAG inh DAPI viability
COC(=O)c1ccsc1NC(=O)C1=COCCO1
 : -25, 19
CCC(C(=O)O/N=C(\N)c1ccc(C)cc1)c1ccccc1 (configuration not stated)
 : -17, 8
COc1cccc(C(=O)OCC(=O)N2CCc3ccccc32)c1OC
 : 17, -5
O=C(NC1CCCCCC1)C1CCC(=O)N(Cc2ccccc2F)C1 (configuration not stated)
 : -3, -9
CCN(C(=O)COc1ccc(C(C)=O)cc1)c1cccc2ccccc12
 : 6, -2
CC(CNc1ccc(Cl)cc1)(CNc1ccc(Cl)cc1)[N+](=O)[O-]
 : 2, -16
Cc1ccc(/C=C/C(=O)N2CCN(S(=O)(=O)c3cccs3)CC2)o1
 : -3, -3

Later entries
Order of values – H9c2 TAG inh, H9c2 TAG inh DAPI viability
CC(=O)Nc1ccc(C(=O)COC(=O)CCS(=O)(=O)c2ccccc2)cc1
 : -7, 4
COc1ccc2[nH]c(=O)c(-c3nnn(-c4ccc(Cl)nc4)n3)cc2c1
 : 2, -5
CSc1nsc2nc(=O)c(/C=C3\C(C)=Nc4ccc(C)cc43)c(N)n12
 : 6, -17
Cc1ccc(C)c(NC(=O)COC(=O)c2cc3ccccc3oc2=O)c1
 : 5, 7
COc1ccc(C(=O)OC(C)C(=O)NC2CCCC2)cc1S(=O)(=O)N1CCOCC1 (configuration not stated)
 : 8, -2
CCc1c(C)nc2c(-c3ccccc3)c(C)nn2c1Nc1ccc(NC(C)=O)cc1
 : -22, -4
CC(C)c1ccc(NC(=O)C2CC(=O)N=C(N)S2)cc1 (configuration not stated)
 : 5, -1
CCNC(=O)C1CCCN(C(=O)c2ccccc2)CC1 (configuration not stated)
 : 3, 2
N#Cc1nc(COc2cccc(Cl)c2)oc1NCc1ccco1
 : -14, -10
Cc1ccc(-c2csc3nc(CSc4nnc(-c5ccc(Cl)cc5)n4C)[nH]c(=O)c23)cc1
 : 1, -1
O=C(O)/C=C/c1cn(-c2ccccc2)nc1-c1ccc(-c2ccc([N+](=O)[O-])cc2)o1
 : 2, -3
CCCCn1nc(C(=O)Nc2c(C)n(C)n(-c3ccccc3)c2=O)c2ccccc2c1=O
 : 12, 4
CCN(CC)c1ccc(CNc2nc3ccccc3n2CCN2CCCCC2)cc1
 : -16, 44
CCOc1ccc(C2C=C(c3ccc(F)cc3)Nc3ncnn32)cc1 (configuration not stated)
 : -8, 27
Cc1ccccc1C(=O)N1CCC(C(=O)Nc2ccc(C(C)C)cc2)CC1
 : -17, 55
CC(CNC(=O)CN1C(=O)NC2(CCOc3ccccc32)C1=O)c1ccccc1 (configuration not stated)
 : -22, 8
CCOC(=O)c1c(-c2ccc(OC)cc2)csc1NC(=O)CCN1CCOCC1
 : 5, 9
CCCCC(C(=O)NC(=O)NCc1ccccc1)N1C(=O)c2ccccc2C1=O (configuration not stated)
 : 9, -14
Cc1ccc(S(=O)(=O)N2CCCC(NC(=O)N3CCN(c4ccccc4)CC3)C2)cc1 (configuration not stated)
 : 5, -10
Cc1ccc(-c2cc(C(=O)OCC(=O)N(C)c3c(N)n(Cc4ccccc4)c(=O)[nH]c3=O)c3ccccc3n2)o1
 : 6, 6

Among those listed so far, two contain an aryl thioether with sulfur outside any ring.
Order of values – H9c2 TAG inh, H9c2 TAG inh DAPI viability
CSc1nsc2nc(=O)c(/C=C3\C(C)=Nc4ccc(C)cc43)c(N)n12
 : 6, -17
Cc1ccc(-c2csc3nc(CSc4nnc(-c5ccc(Cl)cc5)n4C)[nH]c(=O)c23)cc1
 : 1, -1

The list continues.
Order of values – H9c2 TAG inh, H9c2 TAG inh DAPI viability
Cc1ccc(C(OC(=O)c2ccco2)C(=O)NCc2cccs2)cc1 (configuration not stated)
 : -17, 4
CC(C)(C)n1nnnc1CN1CCSCC1
 : 5, -12
Cc1ccc(OCc2ccc(C(=O)Nc3nc4ccccc4n3Cc3ccccc3)o2)c([N+](=O)[O-])c1
 : -2, 4
CC1=Nc2cc(C(=O)NCCCOC(C)C)ccc2Sc2ccc(C)cc21
 : 47, -34
Cc1ccc(S(=O)(=O)NC(C)C(c2cccs2)N2CCN(c3ccccc3)CC2)cc1 (configuration not stated)
 : -7, -8
CC(C)(CNCc1ccccc1)NS(=O)(=O)c1ccccc1
 : -18, 4
Cc1ccc(NC(=O)c2ccc3c(c2)OCO3)cc1S(=O)(=O)N1CCOCC1
 : -9, 0
O=C(O)C1C2C=CC(C2)C1C(=O)Nc1cccc(C(F)(F)F)c1 (configuration not stated)
 : 6, -1
Cc1ccc(S(=O)(=O)NNC(=O)CCC(=O)Nc2ccccc2)cc1
 : 10, 1
O=C(c1ccccc1F)N1CCCC(C(=O)N2CCc3ccccc3C2)C1 (configuration not stated)
 : 0, -7
COc1ccc(CNC(=O)COC(=O)c2nc3nc(C)cc(C)n3n2)cc1
 : 4, -1
COCc1nnc(NC(=O)c2sc3ccccc3c2Cl)s1
 : -22, 11
O=C(O)c1cc(NS(=O)(=O)c2cccs2)cc(NS(=O)(=O)c2cccs2)c1
 : -2, -2
Cc1nc2sccn2c(=O)c1S(=O)(=O)NCc1ccccc1
 : 13, 3
Cc1nn(C)c(C)c1NC(=O)COc1ccc(F)cc1Br
 : -9, -6
NC(=O)C1CCN(C2OC(=O)c3ccccc32)CC1 (configuration not stated)
 : 2, 1
Cc1ccc(S(=O)(=O)N2CCC(C(=O)NCc3ccccc3CN3CCCC3)CC2)cc1C
 : 5, -8
CCCS(=O)(=O)NC(=O)C1(C)CCCN(C(=O)c2cc(-c3cccs3)oc2C)C1 (configuration not stated)
 : 0, 12
COc1ccc(/C(O)=C2/C(=O)C(=O)N(CCCN3CCOCC3)C2c2ccc(OC)cc2)cc1 (configuration not stated)
 : 6, 0
CN(c1ccccc1C(=O)Nc1cccc(C(F)(F)F)c1)S(C)(=O)=O
 : -6, 11
CCOc1ccccc1NC(=O)NC1(C(=O)N2CCN3CCCC3C2)CCCCC1 (configuration not stated)
 : -9, 6
COc1ccc(N2CC(C(=O)Nc3c4c(nn3-c3ccccc3)CS(=O)(=O)C4)CC2=O)cc1 (configuration not stated)
 : -16, 4
CC1CCN(c2ccc(-c3cccc(NC(=O)c4ccco4)c3)nn2)CC1
 : 21, 10
Cc1ccc(C)c(C(=O)COc2ncnc3ccccc23)c1
 : 7, 1
COC(=O)c1c(N=CN(C)C)c(C#N)c2n1CCCC2
 : -5, 10
Cc1nc(N2CCOCC2)nc(Oc2ccccc2)c1[N+](=O)[O-]
 : 7, -4
COC(=O)c1c(-c2ccc(OC)cc2)sc2ccc(-c3ccc4c(c3)OCO4)cc12
 : -85, 9
COc1cc(OC)cc(C(=O)N2CCN(S(=O)(=O)c3ccc4c(c3)OCCO4)CC2)c1
 : 7, -6
O=C(c1ccco1)N(Cc1ccc2c(c1)OCO2)Cc1cc2cc3c(cc2[nH]c1=O)OCO3
 : 3, 6
CCCCN(C)Cc1c(C(=O)N2CCc3ccccc3C2)nc2ccc(Cl)cn12
 : -25, 8
CCNC(=O)C1(C)CCN(C(=O)c2c(-c3ccccc3)noc2C)C1 (configuration not stated)
 : -5, 13
Cn1c(=O)c2cc(NC(=O)NCc3ccc(Cl)cc3Cl)ccc2n1Cc1ccccc1
 : -3, 11
COc1cc(OC)c(NC2c3ccccc3C(=O)N2c2cc(C)ccn2)cc1Cl (configuration not stated)
 : 4, 7
C[C@H](CO)N1C[C@H](C)[C@@H](CN(C)C(=O)Nc2ccc3c(c2)OCO3)Oc2ccc(NS(=O)(=O)c3ccccc3)cc2C1=O
 : 6, -5
Cc1cccc(NC(=S)NCC2CCCO2)c1 (configuration not stated)
 : -9, -2
CC(=O)N1N=C(c2cccc([N+](=O)[O-])c2)OC1c1ccc(Br)cc1 (configuration not stated)
 : 5, 4
C=CCN1C=C/C(=C\C=C(C#N)C#N)c2ccccc21
 : -9, -3
CCOC(=O)c1ccccc1OC(=O)NNc1ccccc1
 : -9, -1
COc1ccccc1CCNC(=O)C1CCC(=O)N(C2CCCCCC2)C1 (configuration not stated)
 : -11, 2
CN(C)C(=O)c1c(C(F)(F)F)nn(C)c1Cl
 : 2, -3

3 compounds picked at random from those above:
Order of values – H9c2 TAG inh, H9c2 TAG inh DAPI viability
O=C(c1ccco1)N(Cc1ccc2c(c1)OCO2)Cc1cc2cc3c(cc2[nH]c1=O)OCO3
 : 3, 6
Cc1ccc(-c2cc(C(=O)OCC(=O)N(C)c3c(N)n(Cc4ccccc4)c(=O)[nH]c3=O)c3ccccc3n2)o1
 : 6, 6
NC(=O)C1CCN(C2OC(=O)c3ccccc32)CC1 (configuration not stated)
 : 2, 1

(listing goes on)
Order of values – H9c2 TAG inh, H9c2 TAG inh DAPI viability
COc1cnn(-c2ccc(C)cc2)c(=O)c1Br
 : 16, -9
CC1CCN(c2ccc(NC(=O)C3CCCN3S(=O)(=O)c3ccc(F)cc3)cc2)CC1 (configuration not stated)
 : 11, 10
CSc1ccc(CN2CCC(N3CCC(C(=O)NC4CC4)CC3)CC2)cc1
 : -4, 10
Cc1csc(NC(=O)c2ccc(Cl)cc2[N+](=O)[O-])n1
 : 12, -5
CCN1CCN(c2ccc(S(=O)(=O)N3CCCCC3)cc2NC(=O)c2ccc(OC(F)F)cc2)CC1
 : 7, -7
C/C(=N/O)c1cc(C(C)(C)C)c(O)c(C(C)(C)C)c1
 : -9, 1
Cc1cc(C(=O)Nc2cccnc2Cl)on1
 : -8, -2
Cn1c(SCc2nc3ccccc3c(=O)[nH]2)nc2ccccc21
 : -4, -9
CN(C)S(=O)(=O)CC12CCC(CC1=O)C2(C)C (configuration not stated)
 : -1, 0
COC(=O)c1ccccc1NC(=O)CN1CCC(C)CC1
 : -9, 11
CC(C)C(NC(=O)C1CCC(C(C)(C)C)CC1)C(=O)NCCCN1CCCCC1 (configuration not stated)
 : 5, 1
CCOc1ccc(OCC)c(NC(=O)c2[nH]c(C)c(C(C)=O)c2C)c1
 : 13, -14
Cc1cc(=O)n(CC(C)C)c(O)c1C#N
 : -12, 9
